TEAD-YAP inh: TEAD-YAP interaction inhibition | HEK-TIYL cells, TEAD-Gal4/YAP UAS-luciferase luminescence | inhibition, % at 9.12 µM | actives 1.4% (n = 640,000) | AID 1259422; in the data active = inhibition above about 32%;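 note: 0% = median of test compound wells and 100% = reference inhibitor wells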
GPR151 ag: activates the human receptor GPR151 | AID 1508602 | activation, % at 11.2 µM | PathHunter beta-arrestin GPR151 cells, luminescence | actives 1% (n = 650,000) | Q8TDV0; in the data active = activation above about 4.9%;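 note: 0% = median of compound wells and 100% = cells with positive control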
MITF inh: human MITF inhibition, primary screen. O75030. AlphaScreen MITF homodimerization, bead proximity signal. inhibition, % at 2.6 µM. actives 0.91% (n = 650,000). AID 1259374; in the data active = inhibition above about 50%;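 note: 0% = vehicle wells with protein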
FBW7 act: human FBW7 E3 ligase activation, primary screen | Q969H0 | AlphaScreen FBW7–phospho-cyclin E peptide binding, activator screen | normalized activity (activation), % at 26.1 µM | actives 0.13% (n = 650,000) | AID 1259310; in the data active = normalized activity above about 1.9%;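 note: purified mutant Fbw7 with reduced substrate affinity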
Target sequence (Q969H0 whole entry, looked up): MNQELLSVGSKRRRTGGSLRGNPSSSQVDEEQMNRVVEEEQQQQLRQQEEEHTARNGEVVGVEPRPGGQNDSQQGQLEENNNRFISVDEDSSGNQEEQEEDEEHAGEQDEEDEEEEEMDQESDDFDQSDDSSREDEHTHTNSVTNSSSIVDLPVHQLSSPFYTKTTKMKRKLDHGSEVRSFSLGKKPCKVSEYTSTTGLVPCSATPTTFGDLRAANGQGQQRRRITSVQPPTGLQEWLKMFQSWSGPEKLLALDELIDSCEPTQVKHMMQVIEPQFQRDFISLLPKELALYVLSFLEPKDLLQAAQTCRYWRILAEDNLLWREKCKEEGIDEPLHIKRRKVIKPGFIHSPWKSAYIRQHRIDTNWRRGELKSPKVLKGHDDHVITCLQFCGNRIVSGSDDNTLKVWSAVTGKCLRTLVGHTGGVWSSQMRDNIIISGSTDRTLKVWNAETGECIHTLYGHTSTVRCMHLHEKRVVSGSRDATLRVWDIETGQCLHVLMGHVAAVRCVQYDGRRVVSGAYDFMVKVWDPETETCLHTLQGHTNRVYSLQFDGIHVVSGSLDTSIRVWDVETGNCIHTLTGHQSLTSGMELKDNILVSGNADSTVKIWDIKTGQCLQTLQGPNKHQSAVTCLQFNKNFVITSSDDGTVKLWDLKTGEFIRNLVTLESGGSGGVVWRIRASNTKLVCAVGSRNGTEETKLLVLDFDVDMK
Active calls of the source: *; . = no result given. This is a random part of the collection. Share with any hit: about 3.5%.

Under each structure – GPR151 ag	MITF inh	TEAD-YAP inh	FBW7 act
> COc1ccc(C(=O)Nc2ccc(N3CCC(NCCc4ccncc4)CC3)cc2)cc1
  1.0	13	-3	0.1
> Cc1cc(=O)[nH]c(/N=C(/NC(=O)c2ccccc2)Nc2ccccc2)n1
  -1.0	-4	2	-0.2
> O=C(NCC1CCCO1)C1CCN(C2CCN(C3Cc4ccccc4C3)CC2)CC1 (stereo not given)
  -0.7	8	-2	0.4
> O=C(c1nn2c(c1Br)NC(c1cccs1)CC2C(F)(F)F)N1CCN(C(c2ccccc2)c2ccccc2)CC1 (stereo not given)
  -0.6	-10	-1	0.0
> COc1ccccc1NC(=O)Nc1ccnn1C1CCN(C(=O)CSC)CC1
  0.0	3	-14	0.0
> CN1CCN(Cc2c(O)ccc3c(=O)c(Oc4ccc(C(C)(C)C)cc4)c(C(F)(F)F)oc23)CC1
  -1.0	3	34*	0.9
> COc1ccc(C(=O)O)cc1NC(=S)NC(=O)c1ccccc1
  0.3	4	-6	0.2
> COCC(C)n1c(C)cc(C(=O)CSc2nc3ccccc3[nH]2)c1C (stereo not given)
  3.2	8	40*	-0.1
> CCc1ccc(-n2c(SCC(=O)Nc3cccc(OC)c3)nc3n[nH]c(C)c3c2=N)cc1
  -1.4	-2	20	-0.1
> CCN(CC)c1nc(NCCO)nc(NC2CCN(Cc3ccccc3)CC2)n1
  -0.2	2	3	0.2

The list goes on (6 carried over from the part before).
Under each structure – GPR151 ag	MITF inh	TEAD-YAP inh	FBW7 act
> COc1ccccc1NC(=O)Nc1ccnn1C1CCN(C(=O)CSC)CC1
  0.0	3	-14	0.0
> CN1CCN(Cc2c(O)ccc3c(=O)c(Oc4ccc(C(C)(C)C)cc4)c(C(F)(F)F)oc23)CC1
  -1.0	3	34*	0.9
> COc1ccc(C(=O)O)cc1NC(=S)NC(=O)c1ccccc1
  0.3	4	-6	0.2
> COCC(C)n1c(C)cc(C(=O)CSc2nc3ccccc3[nH]2)c1C (stereo not given)
  3.2	8	40*	-0.1
> CCc1ccc(-n2c(SCC(=O)Nc3cccc(OC)c3)nc3n[nH]c(C)c3c2=N)cc1
  -1.4	-2	20	-0.1
> CCN(CC)c1nc(NCCO)nc(NC2CCN(Cc3ccccc3)CC2)n1
  -0.2	2	3	0.2
> Cc1ccc2nc(-c3ccc(NC(=O)c4c(O)c5cccc6c5n(c4=O)CC6)cc3)sc2c1
  -1.1	6	2	-0.1
> Cc1nc(N(C)C2CCCCC2)c2c3c(sc2n1)CCCC3
  -1.4	4	-1	0.2
> CCOc1cccc(CN2CCc3nnc(C(C)NC(=O)C4CCOCC4)n3CC2)c1O (stereo not given)
  -0.9	-13	-4	0.0
> CC1CCCCC12NC(=O)N(CC(=O)NCc1ccccc1)C2=O (stereo not given)
  0.6	-10	4	0.6
> C=CCN1C(=O)/C(=C\c2ccc(OCC(=O)O)cc2)C(=O)NC1=S
  -0.1	10	-12	-0.1
> O=C(O)c1ccc(N2C(=O)c3ccc(Oc4ccc([N+](=O)[O-])cc4)cc3C2=O)cc1[N+](=O)[O-]
  -0.3	-10	3	2.5*
> NNS(=O)(=O)c1ccc(N2CCCC2=O)cc1
  -0.3	-9	8	-0.2
> O=C(CSc1nc2c(sc(=S)n2Cc2ccco2)c(=O)n1-c1ccc(F)cc1)NCc1ccco1
  0.8	-1	-7	0.0
> Cc1cccc(CSc2nc3ccsc3c(=O)n2NC(=O)COc2ccccc2Br)c1
  -0.2	10	4	0.9
> COc1ccc2cc(C#N)c(NC(C)C)nc2c1
  1.9	-2	4	0.8

Profiles, quoted from the list:
Shown for C=CCN1C(=O)/C(=C\c2ccc(OCC(=O)O)cc2)C(=O)NC1=S → GPR151 ag: -0.1; MITF inh: 10; TEAD-YAP inh: -12; FBW7 act: -0.1
Shown for O=C(CSc1nc2c(sc(=S)n2Cc2ccco2)c(=O)n1-c1ccc(F)cc1)NCc1ccco1 → GPR151 ag: 0.8; MITF inh: -1; TEAD-YAP inh: -7; FBW7 act: 0.0

(next part)
Under each structure – GPR151 ag	MITF inh	TEAD-YAP inh	FBW7 act
> CCc1nnc(NS(=O)(=O)c2ccc(NC(=O)c3cccc(F)c3)cc2)s1
  0.5	-3	-5	-0.2
> O=C(CCN1C(=O)c2ccncc2C1=O)Nc1ccc(F)cc1
  -0.3	-3	-4	-0.1
> COC(=O)c1ccc2c(=O)n(CCN3CCOCC3)c(SCC(=O)Nc3ccc(C)c(Cl)c3)nc2c1
  -1.1	11	-7	0.1
> COCc1[nH]nc2c1C(c1ccc(OC(=O)N3CCOCC3)c(OC)c1)C(C#N)=C(N)O2 (stereo not given)
  -0.2	0	-3	-0.1
> C=CCSc1nnc(NC(=O)/C=C/c2ccc(F)cc2)s1
  3.9	-12	-5	0.0
> Cn1c(SCC(=O)NC(Cc2ccccc2)C(=O)O)nnc1-c1ccncc1 (stereo not given)
  -0.9	15	3	0.0
> C=CCOC(=O)C1=C(C)Nc2nnnn2C1c1ccc(OC)cc1OC (stereo not given)
  -0.7	-6	6	0.1
> C/C(=N/Nc1ccc(C(=O)O)cc1)c1ccc(O)c(C(N)=O)c1
  -1.3	8	30	0.1
> CCOC(=O)N1CCN(S(=O)(=O)c2ccc(OCC)c3ccccc23)CC1
  -1.9	5	0	0.1
> CCCCCSc1nc2ccccc2n1C(=O)c1ccccc1C(=O)O
  -0.6	9	-49	-0.2

Next compounds.
Under each structure – GPR151 ag	MITF inh	TEAD-YAP inh	FBW7 act
> CC(C)(C)c1cc(C(=O)Oc2cccc3cccnc23)cc(C(C)(C)C)c1
  -1.9	6	3	0.1
> COc1cc(OC)c(C2C(C#N)=C(N)Oc3n[nH]c(C(C)C)c32)c(OC)c1 (stereo not given)
  -1.1	17	8	-0.4
> CCCNc1ncnc2nc(Nc3ncccn3)[nH]c12
  0.9	17	-4	-0.2
> Nc1nc(Nc2ccccc2)cc(-c2ccc(C(=O)NC3CC3)cc2)n1
  1.3	-1	-13	0.3
> CCOc1cc(C(=O)O)ccc1OCC(C)C
  0.2	-3	1	0.0
> O=Cc1c(OCc2cn3cccnc3n2)ccc2ccccc12
  -1.9	8	-50	-0.1
> Nc1ccc(S(=O)(=O)N2CCC(Cc3ccccc3)CC2)cc1
  0.9	1	5	0.1
> Cc1nc2c(-c3ccccc3)c(C)nn2c(C)c1CC(=O)N1CCCC1
  -0.4	5	-1	0.1
> COc1ccc(-n2cc(-c3ccc(C)cc3)nc2SCC(=O)Nc2ccccc2C)cc1
  0.2	-3	-16	-0.1
> COc1ccccc1CNCc1cn[nH]c1-c1cccs1
  -0.6	-7	5	-0.2

Further compounds.
Under each structure – GPR151 ag	MITF inh	TEAD-YAP inh	FBW7 act
> COc1ccc(C(N)C(=O)Nc2cc(F)c(-c3cn[nH]c3)cc2OCCN(C)C)cc1 (stereo not given)
  -1.0	-4	6	0.1
> O=C(c1ccc(Cl)cc1Cl)N1CCN(c2ncccn2)CC1
  1.0	-7	-4	-0.1
> COCCNC(=O)NC1(C(F)(F)F)Oc2ccccc2O1
  0.6	-6	-5	-0.1
> COc1ccc(C2=NN(C(=O)CSc3nc4ccccc4o3)C(c3ccc(F)cc3)C2)cc1 (stereo not given)
  -1.1	-10	-11	0.0
> CCOc1ccc(NC(=O)c2c(NC(=S)Nc3ccccc3)sc3c2CCCC3)cc1
  1.0	2	1	0.5
> CCOc1ccc(NC(=O)Nc2nnc(Cc3ccc([N+](=O)[O-])cc3)s2)cc1
  1.3	-5	6	0.2
> O=C(c1cccc(S(=O)(=O)NC2CCCC2)c1)N1CCCc2ccccc21
  1.5	-18	-7	-0.1
> CCOc1ccccc1N(CC(=O)N1CCN(c2ccccc2F)CC1)S(C)(=O)=O
  0.9	-4	0	0.1
> COC(=O)c1ccc(Nc2nc3ccc(Cl)cc3n3cnnc23)cc1
  -0.5	4	6	0.3
> COc1cc(C(=O)Nc2ccc(C)cc2C)c([N+](=O)[O-])cc1OC
  0.1	0	2	-0.1

The list continues.
Under each structure – GPR151 ag	MITF inh	TEAD-YAP inh	FBW7 act
> Cn1c(=O)n(C)c2cc(/C=N/N=C3\NC(=O)CS3)ccc21
  -1.0	-8	-6	-0.4
> Cn1c(=O)c2ncn(CC(=O)NN)c2n(C)c1=O
  0.3	12	7	0.5
> OC(C#Cc1ccccc1)C#CC(O)(c1ccccc1)c1ccccc1 (stereo not given)
  0.3	-1	-8	-0.1
> OCCC1CN(Cc2cccc3c2OCO3)CCN1Cc1ccsc1 (stereo not given)
  -1.2	-5	-3	0.0
> CC(NC(=O)NCCC1=CCCCC1)(C(F)(F)F)C(F)(F)F
  0.1	-8	-11	0.0
> CCc1ccc(-n2c(=S)sc3c(=O)[nH]c(SCC(=O)NC4CCCCC4)nc32)cc1
  -0.2	9	8	0.2
> O=C(CSc1nc2[nH]ncc2c(=O)n1-c1cccc2ccccc12)N1CCN(c2ccccc2)CC1
  2.0	11	1	-0.1
> Cc1ccnc2nc(C(=O)Nc3cc(Cl)ccc3N3CCOCC3)nn12
  1.7	1	4	0.0
> CCOC(=O)N1CCN(Cc2ccc3c(c2)CN(C(=O)c2ccoc2)CCO3)CC1
  0.5	6	7	-0.1
> Cc1ccc(C(=O)Nc2ccccc2Br)cc1
  -2.3	-3	-46	0.1

Next section
Under each structure – GPR151 ag	MITF inh	TEAD-YAP inh	FBW7 act
> COc1ccc(C2NC(=S)NC(C)=C2C(=O)Nc2ccccn2)cc1 (stereo not given)
  0.3	-5	-31	-0.3
> CCCCn1c(SCC(=O)NC(C)CC)nc2ccsc2c1=O (stereo not given)
  -1.8	4	-4	-0.1
> O=C(CCCOc1ccc(Cl)cc1Cl)N1CCc2ccccc2C1
  3.3	-5	-3	0.0
> CN(C)CCOc1cccc(C(F)(F)F)c1
  1.8	88*	-1	-0.6
> CCSC1=NCCN1C(=O)c1ccc(S(=O)(=O)N2CCOCC2)cc1
  -1.3	0	3	-0.1
> CN1CCN(c2nc3c(c(=O)n(C)c(=O)n3C)n2Cc2c(Cl)cccc2Cl)CC1
  2.2	-14	-2	0.0
> CC(=O)Nc1nonc1-c1nc2ccccc2n1Cc1cc2c(cc1Cl)OCO2
  0.5	-9	-4	-0.1
> Cc1ccc(CNC(=O)C2CCCN(c3nccc(C)n3)C2)cc1 (stereo not given)
  -0.2	30	3	0.1
> Cc1ccnc(NC(c2ccc(O)cc2)c2ccc3cccnc3c2O)c1 (stereo not given)
  -0.4	27	-5	-1.1
> CCCC(=O)N1c2c(C)cc(C)cc2C2=C(SC(C(=O)OC)=C(C(=O)OC)C23SC(C(=O)OC)=C(C(=O)OC)S3)C1(C)C
  -1.7	4	4	0.1

Further structures follow.
Under each structure – GPR151 ag	MITF inh	TEAD-YAP inh	FBW7 act
> CN(C)C(=O)CSc1nnnn1-c1cccc2ccccc12
  1.1	11	18	0.0
> Nc1ccc(C(=O)N/N=C\C=C\c2cccc([N+](=O)[O-])c2)cc1
  -0.1	14	-9	0.0
> O=C(O)CN1C(=O)C2C3CC(C2C1=O)C1C(c2ccccc2)c2sc(=O)[nH]c2SC31 (stereo not given)
  -1.9	18	0	0.0
> C/C(=N\OC(=O)Nc1ccc(C)cc1)C(C)(C)NC(=O)OC(C)C
  0.7	14	-37	0.0
> COc1ccc(C2=NN3C(C2)c2cccc(OC)c2OC3c2ccc(F)c(F)c2)cc1 (stereo not given)
  -0.9	13	-65	0.0
> O=C(Nc1cc(Cl)cc(Cl)c1)C1C2C=CC3(O2)C1C(=O)N(CCN1CCOCC1)C3C(=O)NC1CCCCC1 (stereo not given)
  -0.3	-3	-2	-0.1
> CCOC(=O)CN(CC)C(C)c1ccccc1 (stereo not given)
  -0.1	-6	0	-0.1
> COc1ccc(N2C(=O)c3cccc([N+](=O)[O-])c3C2=O)c([N+](=O)[O-])c1
  3.1	7	-1	0.0
> COc1ccccc1C(=O)Nc1c2c(nn1-c1ccc(Cl)cc1)CSC2
  0.0	20	7	0.2
> COc1ccc(CNC2CCCCC2OC)cc1OC (stereo not given)
  -1.0	14	-6	-0.2

(cont.)
Under each structure – GPR151 ag	MITF inh	TEAD-YAP inh	FBW7 act
> CC[C@H](Cn1nc(-c2ccoc2C)oc1=O)NC(=O)C1(c2ccccc2)CC1
  -0.5	-8	-5	-0.1
> COc1ccc(C(=O)Cn2c(Br)nc3c2c(=O)[nH]c(=O)n3C)cc1
  -2.3	1	-7	-0.1
> O=C1CCCCCN1CP(=O)(O)CN1CCOCC1
  -0.9	0	-5	-0.1
> O=C1NC(=Nc2ccccc2)S/C1=C/c1ccc(Cl)cc1
  2.8	-8	-1	-0.1
> CCCN(Cc1cc2cc(C)ccc2[nH]c1=O)S(C)(=O)=O
  1.6	0	1	0.0
> COc1ccc(C(=O)CN2CCN(S(=O)(=O)c3ccc(Cl)cc3)CC2)cc1OC
  0.0	15	11	0.0
> O=C(CSc1nc2cc(C(=O)NCc3ccccc3Cl)ccc2c(=O)n1-c1ccccc1)c1ccccc1
  0.1	4	-1	-0.1
> O=C(Nc1ccccc1)N[C@H]1C[C@H](C(=O)O)Nc2cc(Cl)cc(Cl)c21
  1.4	6	.	-0.1
> COc1ccc(C(=O)Nc2nc3ccc4nc(SC)sc4c3s2)c(OC)c1
  2.0	-2	8	0.0

Bioassay records from PubChem.
